High-throughput results deposited in PubChem BioAssay by National Center for Advancing Translational Sciences (NCATS).
Anesthetic bind: candidate novel general anesthetic via apoferritin binding. 350,000 compounds, 0.074% hits. Potency, µM (highest dose often 77.5 µM), without a hit: top-dose activity change, negative = displacement, hits mostly inhibitors. apoferritin/1-aminoanthracene competitive binding, fluorescence; also: potency is read from the fitted curve at half-maximal effect; % is scaled to controls: 0 for no effect and ±100 for the full control effect; nearly all actives have a fitted effect of over 20% in size
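Steps: apoferritin (10 uM) was premixed with half-saturated 1-AMA in PBS, compounds were pin-transferred, plates stood 10 min at room temperature, fluorescence was read at 380/535 nm, and curves were fitted with a Hill equation.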
PGK inhibitor: inhibitors of T. brucei phosphoglycerate kinase; PGK/GAPDH coupled, Kinase-Glo luminescence, 60 min; P07378; Potency, µM (top dose mostly 57.5 µM), without a hit: top-dose activity change, negative = inhibition, most hits filed as inhibitors; AID 602233; 380,000 compounds, 0.043% hits; also: potency is read from the fitted curve at half-maximal effect; % is scaled to controls: 0 for no effect and ±100 for the full control effect; nearly all actives have a fitted effect of over 60% in size
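Recombinant glycosomal PGK reaction used 1,3-bisphosphoglycerate generated in-well by GAPDH (100nM final) in 100mM TEA pH 7.6, 5mM MgCl2, 0.01% Tween-20. After 60 minutes at room temperature, ATP was read by Kinase-Glo Plus luminescence end-point.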
Pol iota inh: blocks human DNA polymerase iota activity; Pol iota fluorescent replication assay, 10 min; Potency, µM (highest dose often 115 µM), without a hit: at the highest dose activity, negative = inhibition, most hits filed as inhibitors; AID 588590; 390,000 compounds, 1% hits; also: potency is read from the fitted curve at half-maximal effect
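Pol iota at 10 nM preincubated 15 min with compounds at room temperature; reaction started with fluorescent substrate, 50 nM final. Fluorescence read kinetically at 0 and 10 min; buffer-only wells as negative control.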
Pol beta inh: blocks human DNA polymerase beta activity. P06746. Pol beta primer extension/strand displacement, fluorescence kinetic. Potency, µM (top dose mostly 114 µM), inactives show at the highest dose activity change, negative = inhibition, most hits filed as inhibitors. 340,000 compounds, 1.3% hits; also: potency is read from the fitted curve at half-maximal effect; % is scaled to controls: 0 for no effect and ±100 for the full control effect
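Pol beta (10 nM) was preincubated with compound for 15 min at room temperature. The reaction was then started with 50 nM substrate and read immediately and after a further 10 min at room temperature.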
APE1 inh: inhibitors of human APE1 endonuclease. recombinant APE1, TAMRA/BHQ-2 abasic DNA cleavage fluorescence. P27695. 350,000 compounds, 0.35% hits. Potency, µM (top dose mostly 65.8 µM), without a hit: top-dose activity change, negative = inhibition, actives largely listed as inhibitors;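 also: potency is read from the fitted curve at half-maximal effect; plate controls were vehicle for no effect and reference inhibitor for full effect; nearly all actives have a fitted effect of over 55% in size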
Target sequence (P27695 whole entry, looked up): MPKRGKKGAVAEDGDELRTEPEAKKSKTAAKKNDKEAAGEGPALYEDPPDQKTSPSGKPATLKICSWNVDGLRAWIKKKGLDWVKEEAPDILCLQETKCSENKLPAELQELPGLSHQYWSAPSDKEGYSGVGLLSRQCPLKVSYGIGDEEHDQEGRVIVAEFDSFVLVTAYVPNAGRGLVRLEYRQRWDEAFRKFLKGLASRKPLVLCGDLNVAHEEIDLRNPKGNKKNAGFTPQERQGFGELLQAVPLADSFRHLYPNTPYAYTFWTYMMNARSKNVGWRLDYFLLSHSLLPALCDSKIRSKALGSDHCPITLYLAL
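Substrate: short duplex with […] THF abasic site, 5'-TAMRA and 3'-BHQ-2, 50 nM final. APE1 at 0.75 nM, preincubated 15 min RT with compound. Fluorescence increase from first to third read measured activity.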
RXFP1 antagonist: antagonists of human relaxin receptor RXFP1; Q9HBX9; HEK293-RXFP1, relaxin-stimulated cAMP HTRF, 30 min; hits give low values; activity change, negative = inhibition, % at 57.5 µM; 350,000 compounds, 0.59% hits;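 active = activity change of -60% or lower, but not beyond a set lower limit; inconclusive = change between -60% and -40%, or beyond the set limit; inactive = change above -40%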; also: % is scaled to controls: 0 for no effect and ±100 for the full control effect
Pol kappa inh: inhibitors of human DNA polymerase kappa; 400,000 compounds, 0.53% hits; purified Pol kappa, fluorescent DNA synthesis assay, 10 min; Potency, µM (doses to about 107 µM), without a hit: at the highest dose activity, negative = inhibition, most hits filed as inhibitors; Q9UBT6; also: potency is read from the fitted curve at half-maximal effect; % is scaled to controls: 0 for no effect and ±100 for the full control effect
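10 nM Pol kappa preincubated 15 min at room temperature with compounds, then reaction started with substrate at 50 nM final. Fluorescence read kinetically at 0 and 10 min; buffer-only wells served as negative control.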
BLM helicase inh: blocks DNA unwinding by human BLM helicase. P54132. recombinant BLM DNA unwinding, fluorescence dequenching. Potency, µM (series often up to 56.1 µM), for inactives: at the highest dose activity change, negative = inhibition, usual class: inhibitors. 350,000 compounds, 0.2% hits. AID 2528;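 also: potency is read from the fitted curve at half-maximal effect; plate controls were vehicle for no effect and no enzyme for full effect; nearly all actives have a fitted effect of over 35% in size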
POLH inh: DNA polymerase eta (human) inhibition. recombinant Pol eta, fluorescent DNA replication assay. 390,000 compounds, 1.2% hits. AID 588591. Potency, µM (titrated, usually from 114 µM), without a hit: top-dose activity change, negative = inhibition, usual class: inhibitors; also: potency is read from the fitted curve at half-maximal effect; % is scaled to controls: 0 for no effect and ±100 for the full control effect
Target sequence (Q9Y253 whole entry, looked up): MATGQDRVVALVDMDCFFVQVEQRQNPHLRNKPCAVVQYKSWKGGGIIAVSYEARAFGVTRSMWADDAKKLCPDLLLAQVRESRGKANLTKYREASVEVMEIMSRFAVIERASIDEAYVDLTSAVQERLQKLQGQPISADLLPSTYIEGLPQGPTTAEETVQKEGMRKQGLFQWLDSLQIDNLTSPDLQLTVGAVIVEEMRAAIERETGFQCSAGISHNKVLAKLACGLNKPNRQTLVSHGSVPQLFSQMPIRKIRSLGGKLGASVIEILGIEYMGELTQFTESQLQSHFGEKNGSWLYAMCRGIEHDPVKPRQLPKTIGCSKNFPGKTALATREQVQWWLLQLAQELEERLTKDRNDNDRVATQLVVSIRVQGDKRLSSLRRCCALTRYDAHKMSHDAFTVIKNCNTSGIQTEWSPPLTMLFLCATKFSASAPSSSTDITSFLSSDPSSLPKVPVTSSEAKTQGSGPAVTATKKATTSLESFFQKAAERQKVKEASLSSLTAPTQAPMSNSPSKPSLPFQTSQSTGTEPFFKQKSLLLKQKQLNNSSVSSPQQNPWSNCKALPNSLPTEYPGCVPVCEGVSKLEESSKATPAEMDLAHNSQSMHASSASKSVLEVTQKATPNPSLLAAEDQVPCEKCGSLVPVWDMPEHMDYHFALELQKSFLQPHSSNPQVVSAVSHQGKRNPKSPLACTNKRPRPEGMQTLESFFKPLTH
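Pol eta (10 nM) was preincubated with compounds for 15 min at room temperature, after which fluorescent replication substrate (50 nM final) was added to start the reaction. Fluorescence was read kinetically at 0 and 10 min.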
The depositor's hits bear a star; i = inactive; ? = inconclusive; / = no result given; & = joins results of further samples; [ ] = remark or other dose. Unless noted, calls follow the shape of the dose curve; as a rule, active = well fitted curve in the direction sought with a large enough effect; inconclusive = small, poorly fitted or top-dose-only effect, or another doubt; inactive = no such curve, though single readings can be large; an effect the other way counts as inactive or inconclusive.

Anesthetic bind	APE1 inh	BLM helicase inh	Pol beta inh	POLH inh	RXFP1 antagonist	Pol iota inh	Compound	PGK inhibitor	Pol kappa inh
-7.8%	/	-2.3%	19.1%	-2.5%	/	?	Cc1cccc(CN2CCN(CC(=O)NCc3ccc(Cl)cc3)C2=O)c1	-2.8%	?
-1.4%	1.1%	-3.8%	11.5%	-18.0%	-15.3	4.6%	N#C/C(=C\c1cccc([N+](=O)[O-])c1)C(=O)NCc1cccnc1	-8.8%	-22.0%
-8.8%	/	-1.7%	40.5%	/	0.8	33.2%[activator]	Cc1ccc(NC(=O)N2CCc3cc(S(=O)(=O)N4CCC(C)CC4)ccc32)cc1C	/	-0.7%
/	19.1%	/	/	-14.8%	7.6	20.8%	COc1ccc(NC(=O)COC(=O)CC2CCCC2)cc1	-0.7%	-8.5%
9.0%	46.3%[activator]	-11.0%	-3.0%	-19.4%	-1.5	18.1%	O=C(CCNC(=O)c1ccccc1Cl)NCCc1ccc(C(F)(F)F)cc1	-3.2%	-3.1%
-23.0%	6.5%	-8.9%	34.9%	-4.4%	-2.0	13.5%	COc1ccc(NC(=O)NNC(=O)c2cc(C3CC3)nc3ccccc23)c(OC)c1	-3.5%	-5.8%
7.9%	8.3%	-6.0%	20.6%	-16.0%	-21.3	16.8%	CCOc1ccc(N(Cc2ccc(OC)cc2)C(=O)c2ccco2)cc1	i	-3.8%
-8.7%	/	-5.4%	1.3%	-17.8%	2.6	27.0%	COc1cccc(-c2nc3c(C#N)c[nH]n3c2NC2CCCC2)c1OC	6.8%	-23.5%
-10.7%	4.0%	-1.9%	4.5%	-12.7%	-7.0	39.7%[activator]	CC(=O)N(CCC1(C(C)C)CCOC(C)(C)C1)C(C)c1cccs1 (stereo not given)	-1.3%	1.1%
-0.3%	10.6%	2.3%	10.9%	2.9%	/	12.4%	COc1ccc(-c2cc(C(F)(F)F)nc(SCC(=O)N3CC(C)OC(C)C3)n2)cc1OC (stereo not given)	2.3%	-0.3%
-3.9%	/	-2.2%	-0.4%	-2.9%	-11.5	-14.4%	CCC1CN(C(=O)Nc2ccc(C(=O)O)cc2)c2cc(Cl)ccc2O1 (stereo not given)	8.2%	-5.8%
-9.9%	-9.0%	0.6%	12.7%	-12.3%	-13.8	-9.0%	CN(CC#CCC(c1ccccc1)c1ccccc1)C(C)(C)C	-2.0%	-14.9%
19.0%	4.0%	-2.7%	7.2%	-2.7%	-3.6	?	CCOC(=O)C1=C(C)NC(=O)C1(NC(=O)c1cccnc1)C(F)(F)F (stereo not given)	-3.2%	0.0%
-4.2%	/	-0.1%	-0.3%	/	-3.8	?	CCOc1ccc(NC(=O)C(CC)n2c(=O)c(-c3ccccc3NC(C)=O)nc3ccccc32)cc1 (stereo not given)	/	-1.5%
2.7%	/	0.3%	-4.6%	-2.7%	-1.8	9.8%	Cc1ccc2c(=O)cc(C(=O)Nc3nnc(CC(C)C)s3)oc2c1C	i	11.1%
-1.7%	/	-8.5%	15.6%	-19.9%	-11.5	-2.3%	COc1ccc(C2c3c(-c4ccccc4O)n[nH]c3C(=O)N2CCc2ccccc2)cc1 (stereo not given)	0.2%	-1.2%
-6.0%	22.0%	-4.6%	19.4%	-3.0%	7.3	21.6%	CC(C)Cn1c(CN2CCN(C(=O)c3ccco3)CC2)nc2c1c(=O)n(C)c(=O)n2C	-5.6%	-14.1%
/	/	/	/	-4.0%	/	-7.3%	COCCNC(=O)c1c(CSc2ccc(Cl)cc2)noc1C(=O)NCc1ccccc1	-1.0%	0.3%
-12.0%	/	-3.5%	-10.9%	-7.9%	-4.1	2.4%	Cc1c(C(=O)N2CCC(C(=O)Nc3ccc(F)cc3)CC2)sc2nc[nH]c(=O)c12	-4.5%	-6.9%[60.1 µM]
-1.0%	5.4%	-2.5%	24.5%	-15.6%	-13.3	56.9%[activator]	Cc1cc(C)cc(N(C(C)C(=O)N2CCCC2)S(C)(=O)=O)c1 (stereo not given)	-0.2%	4.8%
/	-11.8%	/	/	0.1%	/	?	Cc1ccsc1C(=O)NNC(=O)c1ccc(NS(=O)(=O)c2cccs2)cc1	6.3%	-4.2%
-8.1%	-2.3%	-2.5%	5.3%	6.6%	-11.2	57.0%[activator]	Cc1cc(C(=O)OCC(=O)NCc2cccs2)c2ccccc2n1	0.2%	-5.3%
-2.5%	0.2%	0.1%	1.0%	-1.8%	12.0	21.1%	CCc1ccc(NC(=O)C2CCN(S(=O)(=O)c3cnc[nH]3)CC2)cc1	-6.6%	-12.0%
-2.3%	1.2%	-1.5%	-17.9%	-1.7%	-3.3	19.3%	COc1ccc(OCC(=O)NNC(=O)c2nn(C)c(=O)c3ccccc23)cc1	i	2.0%
-4.3%	/	-3.2%	85.8%	-10.3%	/	1.5%	CCOC(=O)c1sc2ncn(CC(=O)Nc3ccc(N(C)C)cc3)c(=O)c2c1C	-1.8%	0.5%

3 compounds out of the list above, arranged by their value in PGK inhibitor, lowest first:
Anesthetic bind	APE1 inh	BLM helicase inh	Pol beta inh	POLH inh	RXFP1 antagonist	Pol iota inh	Compound	PGK inhibitor	Pol kappa inh
-6.0%	22.0%	-4.6%	19.4%	-3.0%	7.3	21.6%	CC(C)Cn1c(CN2CCN(C(=O)c3ccco3)CC2)nc2c1c(=O)n(C)c(=O)n2C	-5.6%	-14.1%
-7.8%	/	-2.3%	19.1%	-2.5%	/	?	Cc1cccc(CN2CCN(CC(=O)NCc3ccc(Cl)cc3)C2=O)c1	-2.8%	?
-4.3%	/	-3.2%	85.8%	-10.3%	/	1.5%	CCOC(=O)c1sc2ncn(CC(=O)Nc3ccc(N(C)C)cc3)c(=O)c2c1C	-1.8%	0.5%

(list continues)
Anesthetic bind	APE1 inh	BLM helicase inh	Pol beta inh	POLH inh	RXFP1 antagonist	Pol iota inh	Compound	PGK inhibitor	Pol kappa inh
-20.1%	-10.5%	-4.3%	1.2%	-10.8%	3.1	1.1%	CCCN(Cc1ccccc1)S(=O)(=O)c1ccc(N2C(=O)CCC2=O)cc1	-0.4%	-3.1%
-16.2%	4.8%	-8.3%	-9.6%	10.4%	-12.3	99.2%[activator]	CCOc1ccc(N2C(=O)CC(NCC3CCCO3)C2=O)cc1 (stereo not given)	-5.4%	-11.2%
-5.1%	-25.2%	-6.2%	28.2µM*	-8.6%	2.3	79.4µM*	O=C(COc1ccc(-n2cnnn2)cc1)Nc1ccccc1Cl	-10.4%	-18.3%
-1.1%&0.0%	-12.9%	-7.3%&3.0%	-1.5%&2.1%	5.8%&-14.2%	29.2&6.3	-4.3%&7.4%	CCOC(=O)C1CCN(C(=O)Cn2nc(C)n3c(cc4cc(C)ccc43)c2=O)CC1	7.1%&5.6%	-15.8%&-11.1%
2.9%	-1.4%	-6.7%	-1.1%	-13.7%	5.3	-5.3%	CCC(C)C(NC(=O)C(C)NC(=O)CNC(=O)CNC(=O)OCc1ccccc1)C(=O)OC (stereo not given)	-1.0%	-11.6%
-12.4%	4.9%	-0.9%	-2.2%	-17.8%	-22.7	27.3%	Cc1cnc(C(=O)NCc2ccc(Cl)cc2Cl)cn1	-0.9%	3.2%
-9.1%	/	0.9%	1.5%	12.7%	-39.6	13.1%	COc1ccc(-c2cc(C(C)=O)c(C)n2CCC(=O)NC2CCCCC2)cc1	9.1%	-12.7%[60.1 µM]
-12.2%	-15.5%	-7.7%	9.5%	-10.0%	1.1	42.4%[activator]	Cc1ccc(S(=O)(=O)N(CC(=O)NCc2ccco2)c2ccccc2C)cc1	8.5%	-10.6%
-15.1%	2.8%	3.4%	-14.9%	7.1%	-10.4	-0.6%	O=C(NCc1ccco1)c1sc2cc(F)ccc2c1Cl	-4.8%	-3.1%[60.1 µM]
4.0%	-0.1%	-5.9%	13.0%[57.1 µM]	-16.8%	8.6	13.4%	CC(=O)Nc1ccc(C2=NNC(=NCC3CCCO3)SC2)cc1 (stereo not given)	i	-4.2%
-4.8%	/	-0.3%	-21.4%	/	-13.6	23.3%	Cc1ccc(OC(C)C(=O)Nc2nonc2-c2ccc(Br)cc2)cc1C (stereo not given)	/	-2.4%
-0.3%	/	0.8%	6.9%	-17.4%	3.5	5.9%	CC(C)CNc1ncnc2c1nnn2C	7.4%	1.3%[60.1 µM]
-1.3%	9.9%	-0.4%	?	-1.4%	0.3	0.3%	CN(CCC#N)C(=O)COC(=O)c1ccc2[nH]c3c(c2c1)CCCC3	2.5%	-12.3%
-3.8%	/	-3.9%	?	-12.2%	/	9.2%	CCOC(=O)c1sc(NC(=O)C(C)Sc2nc(-c3ccccc3)cc(C(F)(F)F)n2)c(C(=O)OC)c1C (stereo not given)	-7.3%	-3.1%
-1.0%	13.1%	0.6%	27.8%	0.4%	-2.9	47.8%[activator]	CCOc1ccc(CC(C(N)=O)C(N)=O)cc1	-8.4%	14.1%
2.9%	19.3%	-4.6%	10.5%	-6.4%	-16.0	15.6%	CC(C)Cn1cc(C(=O)NCC2CCCO2)c2c3ccccc3n(C)c2c1=O (stereo not given)	-0.8%	-13.0%
-14.7%	10.5%	-3.1%	12.2%	-18.5%	3.0	115.7%[activator]	Clc1ccc2c(N3CCOCC3)ccnc2c1	2.6%	-4.6%
?	-0.2%	-6.5%	11.2%	-10.3%	-0.6	-21.7%	CCC1(CC)NC(=O)N(CC(=O)OCC(=O)Nc2sccc2C#N)C1=O	-4.1%	0.2%
?	10.3%	-4.3%	8.2%	6.6%	-11.4	8.9%	Cc1ccc(NC(=O)[C@H](Cc2c[nH]c3ccccc23)NC(=O)[C@@H]2Cc3ccccc3CN2)c(C)c1	-2.9%	-7.0%
-21.7%	5.5%	-3.7%	45.7%	-7.8%	-4.1	8.3%	Cn1c(N)c(C(=O)COC(=O)CCC(=O)c2cccs2)c(=O)n(C)c1=O	-0.2%	-12.2%
-12.9%	1.8%	2.5%	27.1%	-8.2%	-14.9	-6.9%	O=C(CN1CCC(c2nc3ccccc3[nH]2)CC1)NCc1ccc2c(c1)OCO2	7.4%	-0.7%

An excerpt; count on the stated rates, not on these rows.
